Screening results as filed in PubChem BioAssay.
Avidin bead fluor = compound fluoresces at 488/530 nm on avidin beads; compound fluorescence 488/530 nm, flow cytometry; stronger effect = higher value; fluorescence (KMESF) at 10 µM; actives 0.38% (n = 220,000); AID 1775; in the data active = fluorescence above about 47; note: inactives centre near 10
Pf gamet viab = kills late stage P. falciparum gametocytes | P. falciparum stage V gametocytes, ATP luminescence, 24 h | inhibition, % at 10.9 µM | actives 0.065% (n = 150,000) | AID 743093;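 active = inhibition above the mean plus 3 SD of compounds within the control limits, set per campaign, cut at about 38% in these data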;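 note: 0% = DMSO wells and 100% = medium only without gametocytes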
* marks the source's active call; other numbers are inactive results. These rows are one share of the data, so the mix of outcomes need not match the whole.

SMILES | Avidin bead fluor | Pf gamet viab
Cn1c(=O)oc2cc(S(=O)(=O)NCc3cccnc3)ccc21 | 6 | -9
O=C(COc1ccc(Cl)cc1Cl)NC(=S)Nc1ccc(CN2CCOCC2)cc1 | 4 | 5
COc1ccccc1NC(=O)NCCc1c[nH]c2ccccc12 | 8 | 7
N=c1n(CC(=O)c2ccc(Br)s2)c2ccccc2n1Cc1ccccc1 | 5 | 1
COc1cc(/C=N/NC(=O)c2ccccc2O)ccc1OC(=O)CC1SC(=O)NC1=O (stereo not drawn) | 6 | -4
O=C(Nc1ccc(S(=O)(=O)Nc2nccs2)cc1)c1cc(-c2ccncc2)nc2ccccc12 | 7 | 0
CC(C)OC(=O)c1cc2c(ccn2-c2ccc(F)cc2)n1CC(=O)N1CCN(C(=O)c2ccco2)CC1 | 8 | 17
CSC(=Nc1ccccc1)C(C#N)c1nc2ccccc2[nH]1 (stereo not drawn) | 6 | -17
Cc1cc2ccccc2n1CCNCc1c(C(=O)N2CCOCC2)nc2ccccn12 | 5 | -24
N#CC1c2ccccc2C=CN1C(=O)c1ccccc1 (stereo not drawn) | 8 | -5
CCSc1cc(Cl)nc(N)n1 | 11 | -6
Cc1cc(C)nc(/N=C(\NC(=O)C(C)(C)C)Nc2ccc(F)cc2)n1 | 3 | 7
O=C(NCc1c(Cl)cccc1Oc1ccccc1)c1ccccc1 | 7 | -14
O=C(NCC1CCCO1)C(=O)N/N=C/c1cc(Cl)ccc1O (stereo not drawn) | 3 | -24
COc1ccc(/C=N/n2cnc3c([nH]c4ccc(C)cc43)c2=O)cc1CN1CCCC1 | 4 | -30
O=C(Nn1cnnc1)c1cc(-c2cccc(Br)c2)nc2ccccc12 | 9 | 11
O=[N+]([O-])c1ccc(SCCO)nc1SCCO | 5 | -23
Cc1ccc(S(=O)(=O)N2CC=C(C(=O)NCCC(C)C)CC2)cc1 | 5 | -28
CC(C)(C)NC(=S)NCC1CC1 | 3 | 3
COc1cccc(/C=N/NC(=O)Cn2cnc3c2c(=O)n(C)c(=O)n3C)c1OC | 8 | -10
CCN(CC)S(=O)(=O)c1ccc(NN=C2CCN(C(C)C)CC2)c([N+](=O)[O-])c1 | 4 | -6
COc1ccc(NC(=O)N(Cc2cc3cc(C)ccc3[nH]c2=O)CC2CCCO2)cc1 (stereo not drawn) | 7 | -23
CN(C)C(=O)C[n+]1ccc(C(N)=O)cc1 | 18 | -25
O=c1c2nncn2c2cccnc2n1CCNc1ncc(C(F)(F)F)cc1Cl | 10 | -10
CCCOC(=O)Nc1ccc(S(=O)(=O)Nc2ncccn2)cc1 | 7 | 16
CC(C)(C)CC(=O)Nc1cc(S(=O)(=O)N2CCOCC2)ccc1N1CCCC1 | 7 | -1
O/N=C1\CCSc2ccc(F)cc21 | 6 | 5
CCN(CC)CC(=O)Nc1c(C#N)cnn1-c1ccccc1 | 7 | -5
O=C1CSC(=Nc2ccc(Cl)cc2)N1Cc1cccnc1 | -1 | 16
COCCN1C=C2C(=O)C(C)(OC(=O)C3CCCC3)C(=O)C(c3ccccc3)=C2C=C1CCCC(=O)OC (stereo not drawn) | 9 | 1
O=C(O)CC(CC(=O)Nc1ccc(F)c(Cl)c1)c1ccc(Cl)cc1Cl (stereo not drawn) | 6 | -1
CN1CCN(c2nc3ccccn3c(=O)c2/C=C(\C#N)S(=O)(=O)c2ccc(Cl)cc2)CC1 | 4 | -5
O=C(Cc1nc2ccccc2[nH]c1=O)c1ccc(Cl)cc1 | 7 | 0
Cc1ccc(NC(=O)c2cc3cc(OC(F)(F)F)ccc3[nH]2)cc1 | 7 | -1
Cc1ccc(NC(=O)NC(=O)c2cnccc2C(F)(F)F)c(C)c1 | 6 | 9
O=C(O)Cc1nc(-c2cccnc2)sc1-c1ccc(Br)cc1 | 3 | 12

Among those listed so far, six contain an NH in an aromatic ring.
SMILES | Avidin bead fluor | Pf gamet viab
COc1ccccc1NC(=O)NCCc1c[nH]c2ccccc12 | 8 | 7
CSC(=Nc1ccccc1)C(C#N)c1nc2ccccc2[nH]1 (stereo not drawn) | 6 | -17
COc1ccc(/C=N/n2cnc3c([nH]c4ccc(C)cc43)c2=O)cc1CN1CCCC1 | 4 | -30
COc1ccc(NC(=O)N(Cc2cc3cc(C)ccc3[nH]c2=O)CC2CCCO2)cc1 (stereo not drawn) | 7 | -23
O=C(Cc1nc2ccccc2[nH]c1=O)c1ccc(Cl)cc1 | 7 | 0
Cc1ccc(NC(=O)c2cc3cc(OC(F)(F)F)ccc3[nH]2)cc1 | 7 | -1

(list continues)
SMILES | Avidin bead fluor | Pf gamet viab
CC(Sc1nc2sc3c(c2c(=O)n1-c1ccccc1)CCCC3)C(=O)O (stereo not drawn) | 6 | -5
COc1ccc(-c2n[nH]c(=S)n2-c2cc(OC)ccc2OC)cc1 | 12 | -6
NNc1nc(-c2ccccc2)c2cc(Cl)ccc2n1 | 5 | -1
COc1ccccc1N1CCN(C(=O)C2CCCCN2S(=O)(=O)c2ccc(C)cc2)CC1 (stereo not drawn) | 5 | -25
O=C1CN(Cc2nc3cc(Cl)ccc3c(=O)[nH]2)CCN1 | 7 | -12
CCOC(=O)COc1nc(-c2ccc(Cl)cc2)cc(-c2ccco2)c1C#N | 82* | -14
COCCn1c(N)c(Sc2ccccc2[N+](=O)[O-])c(=O)[nH]c1=O | 8 | 6
CC(=O)Nc1ccc(NC(=S)Nc2ccc(Br)cc2)cc1 | 7 | -3
CC(C)NC(=O)NNc1c(Cl)cncc1Cl | 6 | 17
O=C(O)C1CC(c2ccccc2)=Nc2ccccc2S1 (stereo not drawn) | 6 | 5
N#C/C(=C\c1cccs1)C(=O)N1CCOCC1 | 7 | -11
N=c1c2c(ncn1Cc1ccco1)Oc1cc(O)ccc1C2c1ccccc1 (stereo not drawn) | 3 | -24
Cc1cc(Oc2ccc(N)cn2)cc(C)c1Cl | 6 | 2
O=c1c2ccccc2cnn1Cc1n[nH]c(=S)n1C1CC2CCC1C2 (stereo not drawn) | 4 | 8
O=C1NCCN/C1=C\C(=O)c1ccc(Br)cc1 | 5 | -15
O=C(NNc1cc(Cl)cc(Cl)c1)c1c(F)cccc1Cl | 7 | 12
COc1ccc(/C=N/NC(=O)CSCC(=O)Nc2ccccc2)cc1 | 6 | -3
O=C(O)c1ccc2c(c1)C1C=CCC1C(c1ccncc1)N2 (stereo not drawn) | 7 | -13
CN(Cc1cn(C)nc1-c1ccc(Oc2ccccc2)cc1)C1CCOC1 (stereo not drawn) | 5 | -23
CN1CCN(CCc2nc3cc(NC(=O)c4ccco4)ccc3n2C)CC1 | 4 | -2
Cc1cccc(-c2nc(C#N)c(NCc3ccco3)o2)c1 | 6 | -9
O=C(COC(=O)/C=C/c1ccc2c(c1)OCO2)NC1CCS(=O)(=O)C1 (stereo not drawn) | 8 | -5
O=C(O)/C=C/C(=O)Nc1ccc(-n2nccc2C(F)(F)F)cc1 | 8 | -7
COc1ccc(C2CC(c3ccccc3)=NN2C(=O)COC(=O)/C=C/c2ccc(O)c(OC)c2)cc1 (stereo not drawn) | 8 | -18
COc1ccc(NC(=O)C(=O)N/N=C(\C)CC(=O)Nc2ccccn2)c(OC)c1 | 7 | 9
O=C(CCCCCN1C(=O)c2cccc3cccc(c23)C1=O)NCc1cccnc1 | 8 | 10
Cc1ccccc1-c1n[nH]c(=S)n1/N=C/C=C/c1ccco1 | 8 | -1
Cn1cc(Br)c(NS(=O)(=O)c2ccc(Cl)s2)n1 | 2 | 2
CSc1nnc(C(C)(C)C)c(=O)n1/N=C/c1c(O)ccc2ccccc12 | 7 | -21
COc1cc(OC)c(N(C)S(=O)(=O)c2cccc(C(=O)NC(C)C3CC4CCC3C4)c2)cc1Cl (stereo not drawn) | 7 | 32
CN(C(=O)CC1C(=O)NCCN1CC(c1ccccc1)c1ccccc1)C(C1CC1)C1CC1 (stereo not drawn) | 6 | 1
O=C(COC(=O)c1ccc(F)cc1)Nc1ccc(Cl)cn1 | 6 | 21
Cc1cc(Br)c(OCC(=O)NN)c2c1CCC2 | 6 | -17
O=C(O)c1cc(Cl)nc2ccccc12 | 3 | -18
CCN1N=C(C)C=C(c2ccccc2)n2c1nc1ccccc12 | 7 | 10
O=C(CCl)Nc1cccc(S(=O)(=O)NC2=NCCC2)c1 | 9 | -4
O=C(O)Cc1c(-c2ccccc2Cl)c2cc(Br)ccc2[nH]c1=O | 3 | -9
CC(=O)Nc1ccc(Nc2nnc(-c3ccc(C)c(S(=O)(=O)NCC4CCCO4)c3)c3ccccc23)cc1 (stereo not drawn) | 8 | 9
O=C(c1ccccc1)c1nn(-c2cccc(Cl)c2)ccc1=O | 9 | -24
ClC1=C(Cl)C(Cl)=C(Cl)C1=C/C=C/c1ccccc1 | 3 | -8
Cc1cc(C)nc(N/N=C/C2=C(O)CC(c3ccccc3)CC2=O)n1 (stereo not drawn) | 9 | -10
O=C(Nc1ccc(S(=O)(=O)N2CCOCC2)cc1)c1ccc2c(c1)OCO2 | 5 | 10
O=c1cc[nH]c2ccc(OC(F)(F)F)cc12 | 6 | 20
CCn1c(SCC(=O)Nc2ccc(C(C)=O)cc2)nc2nc3c(cc2c1=O)COC(C)(C)C3 | 8 | -13
COc1ccc(C(=O)Nc2c(-c3cccs3)c(=O)c3ccccc3n2C)cc1 | 7 | -4
COc1ccc2nc(COC(=O)c3cccs3)c(C(C)=O)[n+]([O-])c2c1 | 8 | 23
Cc1ccc(NC(=O)C[n+]2cc(-c3ccc(C)cc3)n3c2CCC3)cc1 | 8 | 6
Cc1cc(=O)oc2cc(NC(=O)CC3(CC(=O)O)CCCC3)ccc12 | 3 | -3

Entries from the list above containing a nitro group on carbon (3):
SMILES | Avidin bead fluor | Pf gamet viab
O=[N+]([O-])c1ccc(SCCO)nc1SCCO | 5 | -23
CCN(CC)S(=O)(=O)c1ccc(NN=C2CCN(C(C)C)CC2)c([N+](=O)[O-])c1 | 4 | -6
COCCn1c(N)c(Sc2ccccc2[N+](=O)[O-])c(=O)[nH]c1=O | 8 | 6

Continued.
SMILES | Avidin bead fluor | Pf gamet viab
COc1cc(NC(=O)Cn2ccsc2=N)cc(OC)c1 | 7 | -2
O=C1COc2ccc(C(=O)COC(=O)c3ccco3)cc2N1 | 5 | 8
O=C1CN(C(=O)c2ccc(Cl)c(S(=O)(=O)N3CCc4ccccc43)c2)c2ccccc2N1 | 7 | 11
O=C(N/N=C(\CC(=O)c1cccs1)C(F)(F)F)c1cccnc1 | 7 | 5
C/C(Cc1ccccc1)=N\NC(=O)CNC(=O)c1ccc(Cl)cc1Cl | 7 | -8
CC1=C(C)CC(C(=O)NCc2ccccn2)C(C(=O)O)C1 (stereo not drawn) | 3 | -19
O=C(NC1(O)C(=O)c2ccccc2C1=O)c1ccc(C(F)(F)F)cc1 | 7 | -21
COc1ccc(CNC(=O)C(C)N2C(=O)COc3ccc(C)cc32)c(OC)c1 (stereo not drawn) | 11 | 31
O=C(Cn1nc(-c2ccc(Cl)cc2)c2ccccc2c1=O)NN1CCOCC1 | 6 | -12
CCOC(=O)c1c(O)c2cc(Cl)ccc2n(CC)c1=O | 7 | -18
Cc1ccccc1NC(=S)NCC1CCC(CNC(=S)Nc2ccccc2C)CC1 (stereo not drawn) | 3 | -21
CCOC(=O)C1=C(C)NC(C)=C(C(=O)OCC)C1C(=O)OCC(=O)N(C)C | 8 | 6
CC(=O)N1N=C(c2ccco2)CC1c1cc2ccc(C)cc2nc1Cl (stereo not drawn) | 4 | -7
O=C(c1ccccc1F)N1CCN(S(=O)(=O)c2ccc(S(=O)(=O)N3CCCCCC3)cc2)CC1 | 8 | 1
C=CCSC(CC)(CC)C(N)=O | 8 | -16
Cc1cccnc1NC(=O)NC(=O)c1ccc(C(C)(C)C)s1 | 5 | 3
COCc1cc(=O)n2[nH]c(-c3ccco3)cc2n1 | 7 | 5
CC(C)C[C@H](N)c1nnc(SCc2ccc(Cl)cc2)o1 | 6 | -13
COc1ccc(S(=O)(=O)Nc2cccnc2)cc1 | 6 | 1
CC(C)(C)C(=O)N/C(N)=N/c1nc2ccccc2o1 | 4 | 18
Cc1nc(-c2cccc(Cl)c2)n[nH]1 | 7 | -18
N#CC(C#N)=C1C(=O)N(CCN2CCOCC2)c2ccccc21 | 6 | -11
CCNC(=O)COC(=O)c1cccc(Br)c1 | 7 | 2
Cc1ccc(C)c(NC(=S)N(C2CCCCC2)C(C)c2cccnc2)c1 (stereo not drawn) | 10 | 9
COc1ccc(OC)c(N/C(=N/C(=S)Nc2ccccc2)Nc2nc(C)cc(C)n2)c1 | 4 | 1
Cc1nn2c(C)c(C(=O)Nc3ccccc3)cnc2c1-c1ccccc1 | 6 | -14
Cc1nc(C(=O)Nc2ccc(Cl)cc2)sc1C1(C)CC(c2ccccc2)=NO1 (stereo not drawn) | 8 | 14
O=C(O)c1ccc(N/N=C/c2cccc3nccnc23)cc1 | 6 | 6
Cc1nnc(Nc2ccc(Cl)cc2)s1 | 8 | 15
Cc1cc(C)nc(/N=C(\N)Nc2ccc(C(C)C)cc2)n1 | 3 | 10
O=S(=O)(c1cc(Cl)sc1Cl)N1CCCC1 | 4 | -13
CCOc1ccc(-c2c(=O)n(OCc3nc4ccccc4[nH]3)c3ccccc3[n+]2[O-])cc1 | 9 | -2
CCOC(=O)Cn1c(=O)oc2cc(S(=O)(=O)NC(C)(C)CC)ccc21 | 9 | 8
Cc1cc(Oc2ncccc2[N+](=O)[O-])c2cc(Cl)ccc2n1 | 4 | 6
CN(C)CCNc1nc2sc3c(c2c(=O)n1CCc1ccccc1)CCCCC3 | 8 | 19

Three entries from above, arranged by the value under Avidin bead fluor, descending:
| SMILES | Avidin bead fluor |
| --- | --- |
| Cc1nnc(Nc2ccc(Cl)cc2)s1 | 8 |
| O=S(=O)(c1cc(Cl)sc1Cl)N1CCCC1 | 4 |
| Cc1cc(C)nc(/N=C(\N)Nc2ccc(C(C)C)cc2)n1 | 3 |
